GLD-1 TGE inh: GLD-1-TGE RNA interaction inhibition (C. elegans); inhibition, % at 5.96 µM; hit rate 0.44% among 320,000; purified GLD-1 + fluorescein TGE RNA, fluorescence polarization; Q17339;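 active = percent inhibition above a per-plate cutoff, the plate mean of test compounds plus 3 SD, cut at about 30% in these data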;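 note: 0% = DMSO wells with GLD-1 and probe and 100% = wells lacking GLD-1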
VLA-4 inh: inhibition in a human VLA-4 binding assay | VLA-4 expressing cells, ligand binding flow cytometry | inhibition, % (about 7 µM as worked out from the volumes in the protocol) | hit rate 0.2% among 330,000; in the data active = inhibition above about 50%
Target sequence (P13612 whole entry, looked up): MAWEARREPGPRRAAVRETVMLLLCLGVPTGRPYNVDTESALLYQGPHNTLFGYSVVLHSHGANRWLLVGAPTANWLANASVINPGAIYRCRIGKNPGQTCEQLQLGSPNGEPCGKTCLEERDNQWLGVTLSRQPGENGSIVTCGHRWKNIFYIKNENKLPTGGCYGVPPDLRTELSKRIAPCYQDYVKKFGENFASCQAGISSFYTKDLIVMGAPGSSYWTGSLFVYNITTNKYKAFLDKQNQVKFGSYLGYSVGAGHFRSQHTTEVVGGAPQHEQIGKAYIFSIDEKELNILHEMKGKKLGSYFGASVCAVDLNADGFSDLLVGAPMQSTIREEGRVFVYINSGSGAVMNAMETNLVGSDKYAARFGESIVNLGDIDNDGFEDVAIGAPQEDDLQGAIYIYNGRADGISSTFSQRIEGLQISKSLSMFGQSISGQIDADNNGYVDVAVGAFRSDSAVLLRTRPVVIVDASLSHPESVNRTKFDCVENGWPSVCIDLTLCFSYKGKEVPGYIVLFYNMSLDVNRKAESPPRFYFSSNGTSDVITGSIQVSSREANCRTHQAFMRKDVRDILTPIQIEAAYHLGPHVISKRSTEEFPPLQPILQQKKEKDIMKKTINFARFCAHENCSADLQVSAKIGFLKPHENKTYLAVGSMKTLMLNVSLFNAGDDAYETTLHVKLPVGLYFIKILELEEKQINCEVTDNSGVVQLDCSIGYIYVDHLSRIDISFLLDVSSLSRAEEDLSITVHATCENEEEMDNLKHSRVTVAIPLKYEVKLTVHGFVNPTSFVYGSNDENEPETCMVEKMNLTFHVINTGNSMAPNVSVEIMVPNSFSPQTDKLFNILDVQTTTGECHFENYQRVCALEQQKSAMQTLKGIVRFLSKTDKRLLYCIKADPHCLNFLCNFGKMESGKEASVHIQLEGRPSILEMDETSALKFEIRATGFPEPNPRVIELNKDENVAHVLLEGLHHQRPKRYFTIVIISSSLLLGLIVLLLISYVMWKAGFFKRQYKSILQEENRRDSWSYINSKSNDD
CIT2 TOR yeast: modulators of TOR pathway CIT2-GFP in S. cerevisiae; S. cerevisiae CIT2-GFP strain, flow cytometry, 3 h; 100 means same as DMSO wells; GFP response vs DMSO, % at 10 µM; hit rate 0.065% among 320,000; AID 2029;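 active = GFP response relative to DMSO above a set limit, near the screen mean plus 3 SD, cut at about 150% in these data; inconclusive = Fewer than 70 cells measured for a yeast strain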;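 note: ratio of well median GFP fluorescence to mean of DMSO wells on the plate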
Fam108B counter: Fam108B inhibition, counter-screen for RBBP9 inhibitors. recombinant Fam108B, FP-Rh probe fluorescence polarization. inhibition, % at 9.51 µM. hit rate 0.33% among 300,000. AID 1947;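 active = inhibition above the screen mean inhibition plus 3 SD, computed separately per campaign, cut at about 18% in these data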;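 note: inhibitors lower polarization as less probe binds the enzyme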
MEX-5 binding: C. elegans MEX-5 TCR-2 RNA binding activity | Q9XUB2 | MEX-5/FITC-TCR2 RNA binding, fluorescence polarization; active compounds read low | activity score (negative = inhibition of binding), % at 10 µM | hit rate 0.38% among 300,000;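 active = inhibition past about -25% in most replicates, and total fluorescence under double the plate's negative control median, limit read from the data; inconclusive = replicates evenly split on the limit, or fluorescence at least double controls; inactive = too little inhibition in most replicates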;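 note: 0% = DMSO and -100% = 5 µM competing unlabeled TCR2 RNA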
AGP1 TOR yeast: yeast TOR pathway AGP1-GFP modulation; hit rate 0.02% among 320,000; GFP response vs DMSO, % at 10 µM; S. cerevisiae AGP1-GFP multiplex flow cytometry, 3 h; GFP as percent of DMSO wells; AID 2066;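 active = GFP response relative to DMSO above a set limit, near screen average plus 3 SD, cut at about 150% in these data; inconclusive = fewer than 70 cells counted for the yeast strain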;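 note: median GFP channel fluorescence of the gated AGP1 strain per well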
Bcl-xL primary: inhibitors of human Bcl-xL. Q07817. GST-Bcl-xL / FITC-Bim BH3 peptide fluorescence polarization. inhibition, % at 10.9 µM. hit rate 0.7% among 320,000. AID 2129;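 active = inhibition above the mean of all tested compounds plus 3 SD, cutoff set per campaign, cut at about 30% in these data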;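 note: 0% = DMSO wells and 100% = unlabeled Bim-BH3 peptide competitor; inhibitors lower millipolarization by displacing the labeled peptide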
GRK2 aptamer HTS: inhibitors of human GRK2 displacing RNA aptamer | inhibition of aptamer binding, % at 10 µM | bead flow cytometry, FAM-aptamer displacement from GRK2 | hit rate 0.59% among 330,000;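 active = inhibition of aptamer binding above 40%, roughly 3 SD of noise, on plates passing a quality check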;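 note: median bead fluorescence of bound FAM aptamer so fluorescent compounds give negative values; no value below 0 was filed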
MCL1-BIM inh: disrupts human MCL1 binding to BIM-BH3 peptide | hit rate 0.68% among 320,000 | GST-MCL1 / FITC-Bim-BH3 fluorescence polarization | AID 2057 | inhibition, % at 10.9 µM;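 active = inhibition above the mean inhibition of all tested compounds plus 3 SD, set per campaign, cut at about 40% in these data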;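 note: 0% = DMSO wells and 100% = unlabeled Bim-BH3 peptide control; higher means more loss of mP so more displacement of Bim peptide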
Starred values were filed as active, the others as inactive; i = inactive; ? = inconclusive; nt = not tested or not shown.

SMILES	GLD-1 TGE inh	VLA-4 inh	CIT2 TOR yeast	Fam108B counter	MEX-5 binding	AGP1 TOR yeast	Bcl-xL primary	GRK2 aptamer HTS	MCL1-BIM inh
O=C(O)CN1C(=O)C2C3CC(C2C1=O)C1C(c2ccccc2)c2sc(=O)[nH]c2SC31 (stereo unspecified)	10	nt	84	-1	0.9	89	16	4	24
OCC[C@@H]1C[C@H](O)[C@@H](O)[C@]2(CCCO2)O1	3	-5	95	4	2.2	100	5	3	6
Clc1ccccc1OCc1nnc(-c2ccccc2Br)o1	-6	2	81	-3	2.0	81	4	0	2
CCOc1ccc(C(=O)N(CN2CCCC2=O)c2ccccc2)cc1	3	16	113	0	0.3	93	2	8	-3
O=C(Cn1cnc2ccccc21)N1CCN(S(=O)(=O)c2ccccc2)CC1	3	9	111	5	0.9	97	-5	0	0
CCCN(Cc1cc2cc(C)ccc2[nH]c1=O)S(C)(=O)=O	-9	0	86	3	-2.3	91	-3	2	2
Cc1cccc(CN2CCN(C(=O)CCc3nnc(C4CCCCC4)o3)CC2)c1	8	3	105	-3	-1.1	102	6	3	5
COc1ccc(-c2nc3ncccn3c2Nc2ccccc2)cc1	6	-10	92	-1	-1.2	98	2	5	0
Cc1nn(CCCC(=O)NCCc2ccccc2)c(C)c1[N+](=O)[O-]	5	4	104	0	1.3	100	2	0	-3
CCCCc1nc(C(N)=O)c2[nH]c(=O)n(-c3ccc(OC)cc3OC)c2n1	3	29	?	-1	0.6	?	1	2	-8
Oc1c(-c2cc(-c3ccco3)[nH]n2)ccc2ccccc12	9	3	nt	7	1.6	101	0	0	4
Cc1ccc(NC(=O)NNC(=O)C2CCN(Cc3ccc(F)cc3Cl)CC2)cc1	8	-2	100	-1	-2.0	105	6	1	-1
O=C(Nc1ccc(S(=O)(=O)N2CCCC2)cc1)c1ccc(CN2CCc3ccccc3C2)cc1	9	-3	99	-38	0.0	96	-2	0	0
COc1cc(OC)cc(C(=O)Oc2c(CN3CCOCC3)cc(Cl)c3cccnc23)c1	-13	-5	88	5	-0.7	80	3	2	7
COc1ccc(CCNC(=O)CN2CCN(Cc3ccc(F)cc3)C2=O)cc1OC	-5	-2	102	1	-2.1	106	5	1	3
CCn1c(=O)c2c3c(sc2n2cnnc12)CCC3	-1	-2	95	1	-0.2	96	4	4	12
Cc1ccccc1NC(=O)CS(=O)(=O)c1cn(CC(=O)N2CCOCC2)c2ccccc12	5	3	99	-1	-2.0	100	5	1	7
C=CCC(=O)NC1CC(C)(C)Cc2c1cnn2-c1ccccc1C (stereo unspecified)	2	6	104	3	0.3	102	3	2	1
Cc1[nH]c(C)c(S(=O)(=O)NCc2ccc(OC(C)C)cc2)c1C(=O)N1CCCC1	0	9	97	-3	-2.3	102	-3	2	-6
COc1ccccc1NS(=O)(=O)c1cc(NC(=O)c2ccc(Cl)nc2)ccc1Cl	-4	-1	96	-31	-2.1	110	-1	0	-7
Cc1noc(C)c1COc1ccccc1C(=O)NCc1ccccc1Cl	2	0	100	2	2.7	107	3	3	2
Cc1ccc(CCNC(=O)c2ccc(CS(=O)(=O)Cc3ccccc3F)o2)cc1	3	-6	89	2	-0.5	80	-2	1	-5
Cc1ccccc1NS(=O)(=O)c1nnc(NC(=O)c2ccc(Cl)cc2)s1	7	13	99	-5	1.1	107	5	0	1
Cc1ccc(S(=O)(=O)NCC(=O)OCc2ccccc2Br)cc1	8	-11	98	3	0.9	105	8	3	9
Cc1ccc(-n2cnc(=O)c3cccnc32)cc1	8	-4	104	3	0.6	105	5	0	0
CCN(CC)c1nc2cc(OC)ccc2cc1C#N	0	-154	101	-2	-1.0	97	14	0	8
N#Cc1cccc(NC(=O)CSc2ccc3c4c(cccc24)C(=O)c2ccccc2-3)c1	61*	i	91	35*	1.4	106	73*	0	75*
Cc1cccc(C)c1NC(=O)C1(NC(=O)C2CCC(=O)N2)CCCCC1 (stereo unspecified)	7	24	90	-3	0.2	118	5	0	8
CN(c1ccccc1)S(=O)(=O)c1cccc(NC(=O)CSc2nncn2C)c1	-5	12	93	-2	0.6	84	-1	4	2
CCOC(=O)c1c(NC(=S)Nc2ccccc2C)sc2c1CCC2	2	7	107	0	0.6	100	8	2	16
O=C(NCC1CCCO1)c1ccc(NS(=O)(=O)c2ccccc2)cc1 (stereo unspecified)	18	2	108	-5	-3.3	103	-2	0	-3
CC(NC(=O)COC(=O)[C@@H]1CCCN1S(=O)(=O)c1ccccc1F)C12CC3CC(CC(C3)C1)C2 (stereo partly specified)	2	3	97	-3	-1.1	95	6	2	3
O=C(CC1NCCNC1=O)Nc1ccccc1 (stereo unspecified)	0	-10	103	-1	-0.8	100	-13	1	-1
COc1cc(OC)cc(C2=NC3(CCC(C)CC3)NC2=S)c1 (stereo unspecified)	6	-4	106	-5	-0.1	108	10	3	4
Cc1ccc(N(Cc2ccc(C(=O)Nc3c(C)n(C)n(-c4ccccc4)c3=O)cc2)S(C)(=O)=O)cc1C	5	10	nt	-1	-1.8	88	5	2	3
Cc1ccc(CN2CCN(Cc3cnc(C)[nH]3)CC2CCO)cc1 (stereo unspecified)	4	-8	nt	-3	2.9	102	4	0	-4
C=CCOc1ccc2ccccc2c1CNn1cn[nH]c1=S	-1	1	95	0	1.8	90	-1	0	-15
Nc1ccc(-c2sc(N)nc2-c2ccccc2)cc1	3	3	107	6	0.9	100	9	0	4
CNC(C)c1ccc(S(N)(=O)=O)cc1 (stereo unspecified)	-1	4	97	-1	2.3	104	-1	0	0
CCOC(=O)COC(=O)c1ccc(O)cc1	9	9	85	-1	1.3	95	1	2	2
Cc1cc(C)nc(N/N=C/c2cc(C)n(CC(F)(F)F)c2C)n1	-1	19	97	1	-1.7	102	-2	0	-1
Cc1nc(Nc2ccc3c(c2)OCCO3)c2oc3ccccc3c2n1	3	3	nt	6	0.1	89	6	0	6
O=c1[nH]c2ccc(NS(=O)(=O)c3ccc([N+](=O)[O-])cc3)cc2[nH]1	-3	7	102	4	0.8	99	11	0	4
COc1ccc(CCNC(=O)/C(=C/c2cccnc2)NC(=O)c2ccccc2)cc1	1	-1	94	3	0.0	94	5	2	4
Cc1ccc2c(c1)CCCN2C(=O)NC1CCCCC1	2	13	94	-3	2.5	100	6	0	5
O=C(COC(=O)/C=C/c1ccc(S(=O)(=O)N2CCOCC2)cc1)Nc1ccc(F)c(F)c1F	-3	1	117	nt	nt	101	nt	0	nt
C=C1CCC[C@]2(C)C[C@H]3OC(=O)C(CNCCN(CC)CC)[C@H]3CC12 (stereo partly specified)	-4	10	104	0	-3.1	100	-5	0	-5
CCC(c1nnnn1C(C)(C)C)N1CCN(C2CCCC2)CC1 (stereo unspecified)	-2	0	112	1	0.8	113	9	0	-3
Cc1nn(CC(C)C)c2sc(C(=O)NC3CC(C)(C)NC(C)(C)C3)cc12	-5	7	102	1	0.9	99	3	0	3
CCc1nnc(NC(=O)c2cc(-c3ccccn3)nc3ccc(Br)cc23)s1	10	1	103	-5	1.8	102	6	1	14
CCc1ccc(N(C2C=CS(=O)(=O)C2)S(=O)(=O)c2ccc(C)cc2)cc1 (stereo unspecified)	0	15	87	-4	-0.7	109	1	5	3
COc1cc(OC)cc(C(=O)NC2CCN(Cc3nnnn3Cc3ccc(F)cc3)CC2)c1	-1	19	100	-3	-1.4	101	5	0	2
COCc1cc(C)nc2sc(C(=O)N3CCCCC3)c(N)c12	1	0	95	1	0.8	97	8	2	4
Cc1cccc(NC(=S)N2N=CCC2c2ccccc2)c1 (stereo unspecified)	1	35	100	-3	0.6	100	5	0	5
COc1ccc(CN(Cc2cc3cc(OC)c(OC)cc3[nH]c2=O)C(=O)NC2CCCCC2)cc1	10	-7	107	-1	nt	91	-1	0	2
Nc1nc(N)c(N=Nc2ccc(S(N)(=O)=O)cc2)c(=O)[nH]1	-1	5	100	5	-0.1	99	5	6	2
COc1cccc(CNC(=O)c2ccccc2-c2ccccc2)c1	-5	-16	89	-1	-3.9	94	2	3	-1
O=C(NC(=S)Nc1ccc(N2CCCCC2)cc1)c1ccco1	5	-4	98	3	-2.3	nt	5	2	9
COc1ccc(C(=O)COc2ccccc2C(=O)Nc2ccccc2)cc1	0	36	98	-34	1.5	109	0	0	-7
Cc1cccc(C)c1OCc1nc2ccccc2c(=O)n1/N=C/c1ccc(OCC(=O)O)cc1	3	i	93	1	nt	93	8	2	7

The list goes on.
SMILES	GLD-1 TGE inh	VLA-4 inh	CIT2 TOR yeast	Fam108B counter	MEX-5 binding	AGP1 TOR yeast	Bcl-xL primary	GRK2 aptamer HTS	MCL1-BIM inh
Cc1ccc(CN2CCN(Cc3ccccc3C(F)(F)F)CC2)cc1	1	13	104	6	-0.7	108	3	0	-3
Cc1ccccc1CN1CCN(C/C=C/c2ccccc2)CC1	2	14	106	4	1.0	111	-5	0	-3
COc1cc(/C=C2/C(=N)N3C(c4ccccc4)=CSC3=NC2=O)ccc1OCC(=O)O	-4	1	91	-5	3.8	101	-1	1	-3
CC(=O)NN=C1CCC(c2ccccc2)CC1 (stereo unspecified)	2	25	nt	-1	0.7	nt	4	1	5
COc1ccc(N2CCN(C(c3cccs3)C(C)NC(=O)C(=O)N3CCOCC3)CC2)cc1 (stereo unspecified)	3	9	107	4	0.9	107	6	0	8
O=C(COc1ncnc2ccccc12)Nc1cc([N+](=O)[O-])ccc1Cl	-4	-17	111	-2	2.9	101	-1	0	9
Brc1ccc(-c2csc(/N=C/N3CCCC3)n2)cc1	0	14	75	-4	-0.8	83	2	4	0
O=C(NC1CCCC1)C(c1ccncc1)N(Cc1ccccc1)C(=O)c1ccc(-c2ccccc2)[nH]1 (stereo unspecified)	3	7	93	-1	2.4	92	0	0	-2
CCCCNC(=O)Cn1c(=O)c2c(ncn2CCC(C)C)n(Cc2ccccc2)c1=O	-5	16	112	5	1.8	106	7	1	6
N#Cc1ccc(-c2ccc(OCC(O)CN3CCCCC3)cc2)cc1 (stereo unspecified)	2	2	95	3	2.6	100	2	0	3
Cc1cccc(-c2nnc(-c3ccccc3)o2)c1	-6	1	114	4	-1.1	101	25	2	-1
CCCC(=O)N(Cc1cc(=O)[nH]c2ccccc12)c1cccc(C)c1	-2	6	93	-4	-0.5	92	8	0	10
CN(C)c1cccc(C(=O)Nc2ccc(S(=O)(=O)Nc3nccs3)cc2)c1	0	12	103	nt	nt	98	nt	0	nt
CC(C)C(Nc1ccc(C(F)(F)F)cc1[N+](=O)[O-])C(=O)O (stereo unspecified)	0	1	95	4	4.6	98	2	0	-6
COC(=O)c1c(C)oc(C)c1S(=O)(=O)NCc1ccco1	7	-1	94	2	0.2	102	5	0	7
CCCOC(=O)C1=C(C)OC23OC(N)=C(C#N)C12C(=O)c1ccccc13 (stereo unspecified)	4	6	86	-1	-1.8	nt	7	0	3

A different layout for some results above.
Results follow in this order: GLD-1 TGE inh, VLA-4 inh, CIT2 TOR yeast, Fam108B counter, MEX-5 binding, AGP1 TOR yeast, Bcl-xL primary, GRK2 aptamer HTS, MCL1-BIM inh
- COc1cccc(CNC(=O)c2ccccc2-c2ccccc2)c1
  -5, -16, 89, -1, -3.9, 94, 2, 3, -1
- O=C(NC(=S)Nc1ccc(N2CCCCC2)cc1)c1ccco1
  5, -4, 98, 3, -2.3, nt, 5, 2, 9
- COc1ccc(C(=O)COc2ccccc2C(=O)Nc2ccccc2)cc1
  0, 36, 98, -34, 1.5, 109, 0, 0, -7

Assay outcomes from PubChem BioAssay.
